PHOSPHO1 block: inhibitors of human PHOSPHO1 phosphatase; Q8TCT1; recombinant PHOSPHO1, absorbance phosphatase assay; inhibition, % at 13.3 µM; 290,000 compounds, 1.1% hits; AID 1565; in the data active = inhibition above about 60%
Target sequence (Q8TCT1 whole entry, looked up): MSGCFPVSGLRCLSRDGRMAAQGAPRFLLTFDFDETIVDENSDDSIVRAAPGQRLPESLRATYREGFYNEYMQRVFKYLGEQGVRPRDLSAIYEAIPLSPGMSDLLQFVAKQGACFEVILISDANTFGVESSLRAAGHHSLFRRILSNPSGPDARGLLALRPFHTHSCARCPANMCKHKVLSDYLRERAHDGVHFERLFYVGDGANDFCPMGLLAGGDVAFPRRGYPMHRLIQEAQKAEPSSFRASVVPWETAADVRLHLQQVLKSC
IMP-1 inh: blocks Pseudomonas aeruginosa IMP-1 metallo-beta-lactamase | purified IMP-1, nitrocefin hydrolysis, epi-absorbance fluorescence | inhibition, % at 5.6 µM | 290,000 compounds, 0.45% hits | AID 1556;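 active = inhibition above the mean plus 3 SD of all compounds in the same screening run, cut at about 4.5% in these data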;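 also: 0% = IMP-1 with DMSO and 100% = DMSO wells lacking enzyme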
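Assay system: purified recombinant IMP-1 beta-lactamase. Input: IMP-1 0.2 nM before substrate addition. Buffer or medium: Zinc- and detergent-supplemented HEPES buffer, pH 7.1. Schedule: 25 °C, 15 min preincubation, 25 min reaction. Signal: Epi-absorbance fluorescence, 480 nm excitation, 530 nm emission. Evaluation: percent inhibition from optical density relative to buffer-blank wells.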
MEKK3 PB1 HTS: raises or lowers MEK5 binding to the human MEKK3 PB1 domain; 290,000 compounds, 1.4% hits; bead-based flow cytometry, Alexa488-MEK5 binding to MEKK3; actives lie on both sides; 0 = blocked by unlabeled MEK5, 100 = vehicle; AID 1529; binding response (% of control), % at 10 µM; Q99759;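 active = binding response more than 3 SD above or below the average of its plate-row segment, actives on both sides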;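 also: Alexa488 bead fluorescence after subtracting the streptavidin-only scavenger bead signal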
IDE cell activ: IDE (human) activation, cell-based. P14735. HEK cells, FAbeta-B cleavage, fluorescence polarization; 0% vehicle, 100% cell-free pure enzyme wells. activation, % at 5.96 µM. 340,000 compounds, 0.073% hits;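 active = activation above the mean of all tested compounds plus 3 SD, set per screening campaign, cut at about 17% in these data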
HCV NS3 hel inh: inhibitors of Hepatitis C virus NS3 helicase. NS3 helicase DNA unwinding, Cy5 molecular beacon fluorescence. inhibition, % at 10.9 µM. 290,000 compounds, 0.56% hits. AID 1800;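 active = inhibition above the mean of all tested compounds plus 3 SD, set per campaign, cut at about 35% in these data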;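 also: 0% = DMSO wells and 100% = thioflavine S control wells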
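test system = hepatitis C virus NS3 helicase domain fragment enzyme | reagent = annealed dual-labelled DNA beacon duplex, ATP-started | times = 1 h at 25 °C | detection = Cy5 fluorescence, 0 and 60 min reads | read-out basis = percent inhibition from t60/t0 fluorescence ratio | control set = DMSO and thioflavine S | replication = one well per compound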
VIM-2 inhibitor: blocks Pseudomonas aeruginosa VIM-2 metallo-beta-lactamase | purified VIM-2, nitrocefin hydrolysis, epi-absorbance fluorescence | inhibition, % at 5.6 µM | 290,000 compounds, 0.89% hits | AID 1527;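 active = inhibition above the mean of all tested compounds plus 3 SD, cutoff set per screening run, cut at about 7.5% in these data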;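 also: red hydrolysis product quenches plate fluorescence so inhibitors raise well fluorescence; 0% = enzyme with DMSO and 100% = DMSO without enzyme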
p-CIP stab down: lowers stability of the mouse p/CIP coactivator protein; Q05BA5; F442A p/CIP-EGFP cells, EGFP fluorescence, 16 h; decrease of EGFP signal, % at 10 µM; AID 1984; 290,000 compounds, 0.01% hits;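 active = EGFP signal decrease of at least 30% at 10 µM or well 3 SD below plate mean, unless failing retest; inactive = the rest, including hits failing retest or dose response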; also: some compounds called inactive have numbers as strong as hits; many of its hits are not listed in these tables
SUMO HTRF inh: blocks human SUMOylation mediated by UBC9 | AID 2006 | 290,000 compounds, 0.36% hits | HTRF SUMOylation assay, SAE1/SAE2 + UBC9, in vitro | inhibition, % at 35 µM; in the data active = inhibition above about 50%, passing the limit was not always enough; also: strong numbers were not always called active
Target sequence (P63279 whole entry, looked up): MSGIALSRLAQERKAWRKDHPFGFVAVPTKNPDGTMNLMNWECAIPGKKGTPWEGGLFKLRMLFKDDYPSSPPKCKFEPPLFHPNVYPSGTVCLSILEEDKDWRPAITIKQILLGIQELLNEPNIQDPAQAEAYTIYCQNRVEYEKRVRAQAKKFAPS
FID counter: displaces DNA intercalator in HCV helicase counter-screen. DNA fluorescent intercalator displacement, fluorescence. inhibition, % at 7.9 µM. 290,000 compounds, 0.17% hits. AID 1845; in the data active = inhibition above about 37%;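 also: 0% = vehicle and 100% = reference compound; higher means more ethidium bromide displaced from hairpin DNA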
Numbers without * were called inactive; / = not tested or not shown. Not all compounds are listed. The share of hits here may be higher or lower than overall.

Order of results: PHOSPHO1 block	IMP-1 inh	MEKK3 PB1 HTS	IDE cell activ	HCV NS3 hel inh	VIM-2 inhibitor	p-CIP stab down	SUMO HTRF inh	FID counter
1: Cn1c(=O)n(CC(=O)NCC2CCCO2)c(=O)c2c3c(sc21)COC(C)(C)C3 (stereo not given)
    24	-0.3	103	-2	0	-1.1	-24	-7	-8
2: CCOC(=O)N1CCN(c2c(NCC3CCCO3)c(=O)c2=O)CC1 (stereo not given)
    -2	-2.7	98	-2	-7	0.7	-26	-4	-1
3: COc1ccc(-c2nnc(N(C)C(=O)c3ccno3)s2)cc1
    -1	-0.8	115	7	-4	-1.8	7	6	5
4: O=C(Cc1ccccc1)N/N=C\c1ccc(Br)o1
    26	-2.6	101	0	-4	-6.2	-8	19	-1
5: C=C1CCN(C(CC(C)C)C(=O)OC)S(=O)(=O)c2ccccc21 (stereo not given)
    -10	/	95	-1	/	/	0	-2	/
6: Cc1ccc(Cl)cc1N1CCN(C(=S)NCc2ccco2)CC1
    -6	-0.7	96	5	-1	-0.9	-5	-24	-1
7: COc1ccc(CN(Cc2cc3cccc(C)c3[nH]c2=O)C(=O)N(C)C)cc1
    6	-5.3	101	-2	0	-1.1	-5	0	-11
8: Cc1ccc(NC(=O)/C(=C\c2ccccc2)NC(=O)/C=C/c2ccccc2)cc1
    26	-2.5	101	6	1	-2.9	-8	-11	-2
9: Cc1cc(NC(=O)C23CC4CC(C2)CC(n2cnc([N+](=O)[O-])n2)(C4)C3)no1
    44	-2.7	109	4	2	0.3	-5	10	-4
10: CCOC(=O)c1cc(C(=O)OCC)cc(-n2c(C)cc(C(=O)CN3CCOCC3)c2C)c1
    -2	0.7	101	-5	14	0.8	-2	22	-21
11: CC(=O)Nc1ccccc1NC(=O)c1cccc2ccccc12
    -8	-1.9	80	-1	2	-0.1	-9	-9	0
12: Cc1ccc(C(=O)Nc2cccc(C(=O)N/N=C/c3ccccc3F)c2)cc1
    0	-0.9	98	-3	16	-1.0	-6	1	-30
13: COC(=O)Cn1c2ccc(C)cc2c2nc3ccccc3nc21
    40	-1.5	98	3	-12	-2.1	-6	27	-3
14: Cc1ccc(S(=O)(=O)N2CCN(C(=O)C(C)Cn3nc(C)c(C)c3C)CC2)cc1C (stereo not given)
    0	-0.5	100	1	-10	-0.4	-6	11	-43
15: O=C(NCCCN1CCOCC1)c1cc2c(=O)[nH]c3ccccc3c2s1
    -6	-3.1	/	1	5	5.8	7	-19	11
16: Cc1nc2c(-c3ccc(F)cc3)c(C)nn2c(C)c1CCC(=O)Nc1ccc(F)cc1F
    32	-1.6	106	5	2	-2.3	-8	19	-3
17: Cc1ccc(-c2nc(C)sc2CC(=O)Nc2cccc(C)c2C)cc1
    -29	-3.5	91	1	1	-1.9	-1	0	-31
18: COc1ccc(OC)c(N(CC(=O)Nc2cccnc2)S(=O)(=O)c2ccc(OC)c(OC)c2)c1
    7	-3.0	107	2	6	-2.2	-6	0	-31
19: Cc1ccc(C2CC(=O)c3cnc(N4CCN(c5ccccc5)CC4)nc3C2)cc1 (stereo not given)
    -4	-2.6	92	3	5	-3.9	-2	-42	-24
20: O=S(=O)(Nc1ncccn1)c1ccc(NS(=O)(=O)c2cccc(Cl)c2Cl)cc1
    20	-2.7	104	3	11	-2.9	-4	7	-10
21: Cc1cc2nc3c(c(C(F)(F)F)n2n1)CCCC3
    52	-2.5	112	4	6	-2.0	-9	3	2
22: O=C(CN(Cc1cccs1)C(=O)CCC(=O)Nc1ccccn1)NCc1ccccc1
    -25	-1.1	91	0	3	-0.3	-4	4	-26
23: CCn1c2ccccc2c2nnc(NN)nc21
    -6	-2.1	99	3	-12	-1.0	12	-5	-4
24: CCCN1CCC(=O)N([C@H](CSc2ccccc2)Cc2ccccc2)CC1
    -2	-3.6	101	1	-29	-3.9	-6	2	6
25: Nc1nnc(SCC(=O)N2CCc3ccccc32)n1-c1ccccc1
    -10	-2.9	95	1	2	-0.3	-5	6	-11
26: O=C(COC(=O)Cc1c(Cl)cccc1Cl)Nc1ccc(OC(F)(F)F)cc1
    -1	-2.5	117	1	-1	-2.5	-7	-7	-8
27: Cc1ccc(/C=C/S(=O)(=O)N2CCC(C(=O)O)CC2)cc1
    5	-3.1	108	3	5	-4.9	13	18	-4
28: CCCCn1c(-c2nonc2N)nc2ccccc21
    -7	-1.0	109	6	-1	-2.6	0	22	-5
29: Fc1ccc(N2CCN(Cc3c[nH]c4ccccc34)CC2)cc1
    51	-0.4	72	/	-22	-0.5	-4	18	20
30: Cc1ccc(C(=O)N(c2c(C)n(C)n(-c3ccccc3)c2=O)C(C)C)cc1
    -10	0.8	103	-1	5	-2.0	3	4	-6
31: O=C(c1noc2c1CCCC2)N1CCN(Cc2ccccc2)CC1
    16	-4.5	94	7	5	-3.1	-11	32	-18
32: COCCCNC(=S)N1CCN(C(c2ccccc2)c2ccccc2)CC1
    18	-3.2	98	-1	4	0.1	-5	12	-2
33: O=C(c1ccc(S(=O)(=O)N2CCCCC2)cc1)N1CCCc2ccccc21
    3	-1.7	101	1	-4	-1.8	-7	1	-11
34: CCN(CC)S(=O)(=O)c1cc(C(=O)N(C)CC(=O)Nc2ccc(Cl)cc2)ccc1Cl
    -7	-2.9	89	3	-12	-1.2	17	-20	-17
35: NC(=O)c1ccccc1NC(=O)CSc1cn[nH]n1
    6	-2.3	101	3	13	-0.2	1	-9	-6
36: O=C(Oc1ccccc1)c1ccc(NC(=O)c2ccco2)cc1
    25	-0.1	110	4	1	-3.3	3	-9	-13
37: O=C(CSc1nnnn1C1CCCCC1)N1c2ccccc2Sc2ccccc21
    23	-2.0	99	2	-1	-4.5	-14	6	-1
38: Cc1cc(C)nc(-n2nc(C)cc2NC(=O)CN2CCCC2)n1
    40	-4.5	101	3	-1	1.6	-5	30	-4
39: Cc1ccc(NCCc2ccc(C)nc2)cc1
    -12	-4.1	104	-1	5	-5.1	2	7	-3
40: CCN(CC)C(=O)c1[nH]cnc1C(=O)N[C@@H](C)C(=O)OC(C)(C)C
    26	-2.2	95	4	9	-4.4	-10	-22	-10
41: O=C(CCCn1c(=O)[nH]c2ccccc2c1=O)Nc1ccc(F)cc1
    36	-2.4	100	4	-3	-1.5	-5	-22	3
42: COc1cc(OC)cc(C(=O)NN(CCC#N)C2=NS(=O)(=O)c3ccccc32)c1
    35	-4.0	103	2	6	-1.4	-4	4	-7
43: C=CCNc1oc(-c2cccc3ccccc23)nc1C#N
    6	1.0	104	2	2	0.7	-6	24	6
44: COc1ccc(CCNC(=O)C2CCN(C(=O)c3ccccc3)CC2)cc1
    34	-1.8	108	/	0	0.2	-3	10	-16
45: CN1CCN(CCC(=O)Nc2ccc(Br)cc2)CC1
    25	-2.3	102	-1	3	-0.5	0	4	5
46: CN=C1SC(CC(=O)Nc2ccc(C(C)=O)cc2)C(=O)N1C (stereo not given)
    /	-3.5	107	-5	-10	-4.0	/	/	-6
47: Cc1ccc(CCC(=O)Nc2ccccc2F)s1
    29	-2.8	97	3	3	-2.2	3	-5	-3
48: CC(C)OC(=O)Cn1nc(C(c2ccccc2)c2ccccc2)oc1=O
    56	-4.1	102	-3	5	-1.1	-3	-9	-35
49: Cc1cc(C)c2[nH]c(C)c(CN3CCCCCC3)c(=O)c2c1
    42	-3.3	92	0	-17	1.0	-14	9	1
50: Cc1oc(CC(C)C)c(CN2CCCC2)c1C(=O)O
    1	-4.8	103	3	2	-2.1	-12	6	-2
51: Cn1c(=O)n(C)c2cc(NC(=O)c3ccccc3NS(C)(=O)=O)ccc21
    -23	1.3	97	4	16	3.3	16	3	-8
52: Cc1cccc(Oc2ncc(-c3ccc(Cl)cc3)cn2)c1
    20	-1.8	/	3	-8	-3.2	7	1	-3

Given as tab-separated lines: 9 of the compounds above.
item	SMILES	PHOSPHO1 block	IMP-1 inh	MEKK3 PB1 HTS	IDE cell activ	HCV NS3 hel inh	VIM-2 inhibitor	p-CIP stab down	SUMO HTRF inh	FID counter
31	O=C(c1noc2c1CCCC2)N1CCN(Cc2ccccc2)CC1	16	-4.5	94	7	5	-3.1	-11	32	-18
32	COCCCNC(=S)N1CCN(C(c2ccccc2)c2ccccc2)CC1	18	-3.2	98	-1	4	0.1	-5	12	-2
33	O=C(c1ccc(S(=O)(=O)N2CCCCC2)cc1)N1CCCc2ccccc21	3	-1.7	101	1	-4	-1.8	-7	1	-11
34	CCN(CC)S(=O)(=O)c1cc(C(=O)N(C)CC(=O)Nc2ccc(Cl)cc2)ccc1Cl	-7	-2.9	89	3	-12	-1.2	17	-20	-17
35	NC(=O)c1ccccc1NC(=O)CSc1cn[nH]n1	6	-2.3	101	3	13	-0.2	1	-9	-6
36	O=C(Oc1ccccc1)c1ccc(NC(=O)c2ccco2)cc1	25	-0.1	110	4	1	-3.3	3	-9	-13
37	O=C(CSc1nnnn1C1CCCCC1)N1c2ccccc2Sc2ccccc21	23	-2.0	99	2	-1	-4.5	-14	6	-1
38	Cc1cc(C)nc(-n2nc(C)cc2NC(=O)CN2CCCC2)n1	40	-4.5	101	3	-1	1.6	-5	30	-4
39	Cc1ccc(NCCc2ccc(C)nc2)cc1	-12	-4.1	104	-1	5	-5.1	2	7	-3
